Screening data: PubChem BioAssay, National Center for Advancing Translational Sciences (NCATS)
EPAC2 agonist: activates human EPAC2 exchange factor; Q8WZA2; EPAC2 activation, biochemical qHTS; response scale: 100% = 6.5 mM cAMP response; Potency, µM (highest dose often 154 µM), for inactives: at the top dose activation, hits mostly activators; 360,000 compounds, 0.079% hits; also: potency is read from the fitted curve at half-maximal effect; nearly all actives have a fitted effect of over 50% in size
Target sequence (Q8WZA2 whole entry, looked up): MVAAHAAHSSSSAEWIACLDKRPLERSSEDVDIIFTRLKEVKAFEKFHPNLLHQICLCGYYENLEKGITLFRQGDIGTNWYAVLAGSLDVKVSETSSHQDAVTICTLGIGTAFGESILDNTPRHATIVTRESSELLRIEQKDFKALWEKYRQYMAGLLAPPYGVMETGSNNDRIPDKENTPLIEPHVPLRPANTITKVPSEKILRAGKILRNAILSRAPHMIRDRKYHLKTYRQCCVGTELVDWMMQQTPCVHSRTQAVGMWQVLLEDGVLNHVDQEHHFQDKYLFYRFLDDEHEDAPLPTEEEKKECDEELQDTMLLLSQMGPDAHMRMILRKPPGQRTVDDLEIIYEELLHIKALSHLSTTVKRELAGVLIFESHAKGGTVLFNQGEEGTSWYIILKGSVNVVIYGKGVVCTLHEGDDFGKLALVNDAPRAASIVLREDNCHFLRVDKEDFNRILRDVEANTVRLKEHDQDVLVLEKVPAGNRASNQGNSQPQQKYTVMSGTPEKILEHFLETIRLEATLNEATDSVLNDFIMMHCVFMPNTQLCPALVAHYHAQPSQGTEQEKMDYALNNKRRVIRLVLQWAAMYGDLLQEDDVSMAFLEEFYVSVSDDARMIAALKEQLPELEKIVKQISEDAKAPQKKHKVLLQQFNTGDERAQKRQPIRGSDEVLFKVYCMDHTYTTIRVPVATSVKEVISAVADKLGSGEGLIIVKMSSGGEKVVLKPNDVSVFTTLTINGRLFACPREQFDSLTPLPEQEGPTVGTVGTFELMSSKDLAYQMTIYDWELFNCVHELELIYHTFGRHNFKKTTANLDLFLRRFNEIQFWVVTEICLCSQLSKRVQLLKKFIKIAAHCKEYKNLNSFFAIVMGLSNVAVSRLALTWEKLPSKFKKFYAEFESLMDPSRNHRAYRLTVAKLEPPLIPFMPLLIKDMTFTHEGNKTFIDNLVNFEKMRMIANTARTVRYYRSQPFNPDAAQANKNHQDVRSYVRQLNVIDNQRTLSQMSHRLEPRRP
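Nucleotide exchange monitored as fluorescence drop when BODIPY-GDP leaves Rap1B. Reaction: 100 nM EPAC2, 250 nM RAP1B-BODIPY-GDP, 50 uM GDP, room temperature, kinetic read over 30 min. Activity expressed relative to 6.5 mM cAMP.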
A549 viability: kills or reduces viability of A549 cells in Nrf2 counter-screen. AID 504648. Potency, µM (top dose mostly 46 µM), for the others: at the top dose activity change, negative = cytotoxicity, most hits filed as inhibitors. A549 ARE-Fluc cells, CellTiter-Fluor viability, 18-24 h. 390,000 compounds, 0.16% hits; also: potency is read from the fitted curve at half-maximal effect; % is scaled to controls: 0 for no effect and ±100 for the full control effect
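A549 ARE-Fluc cells in 5% FBS OPTI-MEM, 5000 cells/well, rested 2 h then exposed to compounds in concentration-response for 18-24 h at 37 °C. Viability by CellTiter-Fluor fluorescence (Ex 405/Em 525) after 30 min; luciferase luminescence (BugLite, 15 min, RT) read afterwards.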
Nrf2 ARE act: Nrf2 pathway activation. AREc32 ARE-luciferase reporter (MCF7-derived line), luminescence, 24 h. 410,000 compounds, 0.31% hits. Potency, µM (highest dose often 46.1 µM), without a hit: top-dose activation, most hits filed as activators. AID 624171; also: potency is read from the fitted curve at half-maximal effect; % of control where 0% means no effect; nearly all actives have a fitted effect of over 65% in size
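AREc32 cells carrying an ARE-driven firefly luciferase, 1000 cells/well in OPTI-MEM with 5% FBS, dosed after overnight attachment and incubated 24 hr at 37 deg C. Steady-Glo luminescence read after 30 min at RT.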
Nrf2 block: Nrf2 pathway inhibition; AID 504444; Potency, µM (top dose mostly 46 µM), for the others: at the top dose activity change, negative = inhibition, usual class: inhibitors; 360,000 compounds, 2.1% hits; A549 ARE-Fluc reporter, luciferase luminescence, 18-24 h; also: potency is read from the fitted curve at half-maximal effect; % is scaled to controls: 0 for no effect and ±100 for the full control effect; nearly all actives have a fitted effect of over 60% in size
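Quantitative HTS in A549 cells stably bearing an antioxidant response element-firefly luciferase construct. Inhibition of Nrf2-driven transcription was scored by luminescence after 18-24 h of compound exposure at 37 °C.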
CCT chaperon mod: cytosolic chaperonin activity modulation | AID 651819 | purified chaperonin ATPase assay, HTRF ADP detection, 30 min | activity change, % (concentration not given with the values), hits read low | 360,000 compounds, 0.3% hits; in the data active = activity change below about -30%; also: % is scaled to controls: 0 for no effect and ±100 for the full control effect
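Nucleotide hydrolysis assay: TRiC at 20–40 nM final (set by batch activity) with 10 uM ATP, 30 min at 37 °C, in presence of 76 uM compound. Detection by competitive ADP HTRF, 30 min ambient.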
Mm-Cpn inhibitor: blocks the Methanococcus maripaludis chaperonin Mm-Cpn; Potency, µM (series often up to 76.9 µM), without a hit: top-dose activity, negative = inhibition, actives largely listed as inhibitors; AID 504842; purified Mm-Cpn ATPase, ADP Transcreener TR-FRET; 330,000 compounds, 0.031% hits; also: potency is read from the fitted curve at half-maximal effect; % is scaled to controls: 0 for no effect and ±100 for the full control effect; nearly all actives have a fitted effect of over 80% in size
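Compound-treated chaperonin, 25 nM final, turns over 10 uM ATP at 37°C for 30 min following a 10 min preincubation; ADP generated competes with ADP-d2 for Eu-cryptate antibody, lowering FRET.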
pAkt inh: inhibitors of Akt phosphorylation | 360,000 compounds, 0.32% hits | activity change, % for hits at 50 µM | Neuro2A IGF-stimulated pAkt S473 HTRF, 20 min; stronger effect = lower value | AID 651550; in the data active = activity change below about -80%; inconclusive = mostly about -51% to -80%; also: % is scaled to controls: 0 for no effect and ±100 for the full control effect
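Single-point screen (50 µM final compound) in Neuro2A cells stimulated 20 min with 6 nM IGF at 37 deg C. After lysis, Ser473-phosphorylated Akt read by HTRF (ex 330 nm, em 615/665 nm) as the 665/615 ratio.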
EPAC2 antag: blocks human EPAC2 exchange factor; Q8WZA2; EPAC2 GEF exchange of Rap1B-BODIPY-GDP, fluorescence; Potency, µM (doses to about 114 µM), for inactives: at the top dose activity, negative = inhibition, hits mostly inhibitors; 360,000 compounds, 0.18% hits; AID 720708; also: potency is read from the fitted curve at half-maximal effect; % is scaled to controls: 0 for no effect and ±100 for the full control effect; nearly all actives have a fitted effect of over 45% in size; many of its hits are not listed in these tables
TGFb SMAD3 inh: TGF-b pathway inhibition; 410,000 compounds, 1.2% hits; HepG2 CAGA-GFP TGF-b/SMAD3 reporter, GFP fluorescence, 18 h; TGF-beta stimulated, 500 pg/mL final; AID 588855; Potency, µM (highest dose often 46.1 µM), for the others: at the highest dose activity, negative = inhibition, hits mostly inhibitors; also: potency is read from the fitted curve at half-maximal effect; % is scaled to controls: 0 for no effect and ±100 for the full control effect; nearly all actives have a fitted effect of over 65% in size
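TGF-beta reporter screen: HEPG2 CAGA-GFP, 1% FBS, 500 pg/mL TGF-beta final, 18 h; per-cell GFP summed per well; curves fitted and categorized by class.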
* marks the source's active call; other numbers are inactive results; i = inactive; ? = inconclusive; / = no result given; [ ] = another dose, or the depositor's remark. Unless noted, calls follow the shape of the dose curve; as a rule, active = well fitted curve in the direction sought with a large enough effect; inconclusive = small, poorly fitted or top-dose-only effect, or another doubt; inactive = no such curve, though single readings can be large; an effect the other way counts as inactive or inconclusive. A portion of the library; the hit share may differ from the screen's.

SMILES	EPAC2 agonist	A549 viability	Nrf2 ARE act	Nrf2 block	CCT chaperon mod	Mm-Cpn inhibitor	pAkt inh	EPAC2 antag	TGFb SMAD3 inh
Cc1nc(NCc2ccccc2)[nH]c(=O)c1CCC(C)C	2%	-1%	-0.6%	0%	-3.2	0%	i	2%	-12%
CCn1c(SCC(=O)N/N=C\c2ccccc2OCC(=O)O)nnc1-c1ccc(Cl)cc1	4%	-2%	-1.2%	5%	0.2	0%	i	2%	17%
Cc1ccc(C2CC(=O)c3cnc(NC(=O)c4ccco4)nc3C2)cc1 (stereo not given)	3%	-5%	5.1%	0%	-1.3	1%	i	11%	21%
NC(=O)c1ccc(-c2ccc(N3C(c4ccsc4)=Cc4ccc(F)cc4C3CC(=O)c3ccco3)cc2)cc1 (stereo not given)	7%	/	10%	/	1.7	/	i	-20%	/
O=C(OCC(=O)c1ccccc1Cl)c1cnccn1	-1%	5%	3.3%	-6%	-1.6	-1%	i	3%	4%
CCOc1ccc(OCC(=O)OC(C)C(=O)NC2CCCCC2C)cc1 (stereo not given)	4%	0%	0.4%	13%	-3.1	-1%	i	11%	0%
COCCOC(=O)c1c(C)oc2ccc(OC(=O)COc3c(F)c(F)c(F)c(F)c3F)cc12	-9%	-2%	0.6%	-1%	-1.2	?	i	-4%	-10%
COc1ccc(CNC2CCCCC2)cc1	-2%	0%	0.2%	/	0.6	1%	i	-2%	-11%
CCOc1ccc(NC(=O)c2cn(C)c(=O)c3cc(OC)c(OC)cc23)cc1	/	-18%	0.2%	3%[9.27 µM]	/	/	/	/	-1%
CC(C)Cn1c(CN2CCN(c3cccc(Cl)c3)CC2)nc2c1c(=O)[nH]c(=O)n2C	/	-2%	-1.3%	15%	/	/	/	/	?
CSc1ccc(S(=O)(=O)N2CCC(C(=O)Nc3ccc(NC(C)=O)cc3)CC2)cc1	0%	-7%	0.0%	-13%	2.3	-1%	i	14%	8%
COC(=O)C1CCN(C(=O)CCC2CCCCC2)CC1	-4%	-2%	-0.5%	4%	0.4	0%	i	2%	-3%
NC(=O)C1CCN(CCC(=O)Nc2ccc(F)c(F)c2)CC1	9%	0%	0.9%	3%	-7.4	0%	i	-1%	-11%
CCn1c(-c2cccnc2Cl)nc2ccccc21	11%	-4%	-0.6%	4%	-2.3	-2%	i	2%	?
CN(C)S(=O)(=O)c1ccc(N2CCOCC2)c(C(=O)O)c1	6%	-4%	-0.9%	13%	0.6	-2%	i	4%	-2%
Nc1cc2ccccc2oc1=O	18%	3%	0.4%	-6%	2.1	-3%	i	4%[57.1 µM]	-2%
Cc1nc(N2CCOCC2)c(C#N)c(C)c1Br	-5%	-1%	0.0%	-9%	0.4	2%	i	-9%	-2%
N=c1n(Cc2ccccc2)c2ccccc2n1CC(O)c1ccco1 (stereo not given)	0%	-4%	3.8%	4%	-28	1%	i	13%	?
Cc1ccccc1NC1=NC(=S)N(c2ccccc2)C12CCCCC2	29%	13%	-0.3%	2%	-1.2	-2%	i	-6%	-4%
O=C(NNS(=O)(=O)c1ccc(Cl)cc1)c1cnn(-c2ccccc2)c1-n1cccc1	-10%	-3%	0.1%	17%	-6.9	-1%	i	-2%	-26%
C/C(=N\Nc1ncc(Cl)cc1Cl)c1ccc2c(c1)OCO2	-2%	0%	4.3%	0%	-4.5	0%	i	1%	0%
Cc1ccc(S(=O)(=O)Nc2ccc3c(c2)OCCO3)c(C)c1NS(C)(=O)=O	1%	0%	-0.5%	-20%	-0.6	2%	i	-8%	-2%
CCOc1ccc(C(=O)N/N=C/c2cc([N+](=O)[O-])cs2)cc1	-1%	13%	0.2%	?	-2.2	-4%	i	-11%	26%
Cc1cc(C(=O)CCC(=O)NC(C)c2ccc(S(N)(=O)=O)cc2)c(C)s1 (stereo not given)	-1%	0%	0.1%	19%	1.6	3%	i	0%	7%
CC(C)Oc1ccc(F)cc1-c1cc(C(=O)NCc2cccs2)[nH]n1	12%	/	1.1%	/	0.5	/	i	8%	0%

4 compounds from above, showing only EPAC2 antag, EPAC2 agonist and A549 viability.
SMILES | EPAC2 antag | EPAC2 agonist | A549 viability
CCOc1ccc(C(=O)N/N=C/c2cc([N+](=O)[O-])cs2)cc1 | -11% | -1% | 13%
CSc1ccc(S(=O)(=O)N2CCC(C(=O)Nc3ccc(NC(C)=O)cc3)CC2)cc1 | 14% | 0% | -7%
CC(C)Oc1ccc(F)cc1-c1cc(C(=O)NCc2cccs2)[nH]n1 | 8% | 12% | /
Cc1nc(N2CCOCC2)c(C#N)c(C)c1Br | -9% | -5% | -1%

Next records
SMILES	EPAC2 agonist	A549 viability	Nrf2 ARE act	Nrf2 block	CCT chaperon mod	Mm-Cpn inhibitor	pAkt inh	EPAC2 antag	TGFb SMAD3 inh
CSc1ccc(CNCc2ccco2)cc1	2%	2%	0.2%	0%	-4.6	1%	i	12%	17%
COc1ccc(C(=O)COC(=O)c2c(C)noc2C)cc1Cl	-6%	18%	8.3%	?	0.6	-3%	i	17%	15%
O=C(O)c1cccc(S(=O)(=O)NCC2CCCO2)c1 (stereo not given)	1%	-2%	0.3%	-2%	-0.1	0%	i	11%	4%
CC1(C(=O)NS(C)(=O)=O)CCN1C(=O)CC(c1ccccc1)c1ccccc1 (stereo not given)	2%	/	0.0%	/	-1.4	/	i	3%	-8%
Cc1cccc(COC[C@H](Cc2ccccc2)N2CCN(C(=O)c3cccc(Cl)c3)CCC2=O)c1	6%	/	4.4%	/	-3.0	/	i	?	/
O=C1CC(c2ccccc2)CC(O)=C1C=NCC1CCCO1 (stereo not given)	8%	-6%	-1.7%	7%	-1.7	-1%	i	0%	3%
COc1ccc(CCN2CC(C(=O)NCc3nc4ccccc4n3C)CCC2=O)cc1 (stereo not given)	-3%	9%	1.2%	16%	-1.0	3%	i	-23%	21%
O=C(CNC(=O)c1ccccc1)OCc1nnc(-c2ccc(Cl)cc2)o1	14%	8%	0.3%	21%	-1.7	0%	i	-8%	0%
CCOC(=O)[C@H]1[C@H]2COc3ccc(C)cc3[C@@H]2N2C(=O)c3ccccc3NC(=O)[C@@]12C	4%	7%	-0.1%	8%	-0.5	2%	i	1%	19%
Cc1ccc(C(=O)NC(C)c2ccncc2)o1 (stereo not given)	-1%	-1%	-0.5%	2%	-3.1	1%	i	-3%	-17%
CCC(=O)NC(O)C(=O)c1ccc(C)cc1 (stereo not given)	7%	8%	1.6%	2%	0.0	-2%	i	4%	0%
CCC(OC(=O)c1nsc(Cl)c1Cl)C(=O)NCc1ccco1 (stereo not given)	1%	4%	-0.8%	-11%	-0.2	0%	i	8%	0%
CCN(CC)S(=O)(=O)c1ccc2c(c1)N(CC(=O)N1CCN(c3ccc(F)cc3)CC1)C(=O)CO2	/	-8%	-0.7%	/	/	-5%	/	/	-5%
Cc1nonc1OCCNCCNc1ccccc1[N+](=O)[O-]	11%	-6%	0.5%	-13%	-1.2	0%	i	9%[57.1 µM]	-9%
CCCn1c(NCc2c[nH]c3ccccc23)nc2ccccc21	1%	-16%	5.9%	22%	-1.1	3%	i	1%	-7%
Cc1ccc(C2=CSC3=NCCN23)c(C)c1	-82%[inhibitor][15.6 µM]	5%	3.5%	15%	-0.2	0%	/	13%	10%
C/C(=N/NC(=O)c1ccc(C)nc1)c1ccc2c(c1)CCCC2	7%	-15%	-0.5%	12%	-0.2	1%	i	1%	-4%
COc1cccc(NC(=O)CCN2CCN(CCO)CC2)c1	/	1%	-0.9%	9%	/	/	/	/	19%
CC(C)CC1CCCCC1OC(=O)C[N+]1(C)CCCCC1 (stereo not given)	8%	3%	-0.4%	-2%	-0.6	0%	i	2%	12%
O=P(Cc1cc(Br)cc(Br)c1OCCO)(c1ccccc1)c1ccccc1	4%	-4%	-0.3%	-7%	-0.9	?	i	-3%	-9%
CCCCN(C(=O)CCC(=O)Nc1cc(C)on1)C(C(=O)NC1CCCC1)c1ccc(OCC)cc1 (stereo not given)	-2%	-12%	0.1%	-2%	0.1	-19%	i	-7%	3%
CC(C)NC(=O)NC(=O)COC(=O)CCOc1ccccc1	1%	3%	-0.5%	14%	-1.5	0%	i	1%[57.1 µM]	16%
O=C(CSc1nnnn1-c1ccc(O)cc1)c1cc2ccccc2o1	22%	0%	4.0%	12%	1.2	-6%	i	-17%	-24%
O=C(O)COc1ccccc1/C=C1\SC(=S)N(/N=C/c2ccccc2O)C1=O	-13%	-2%	-0.4%	17%	-0.8	-3%	i	-19%	1%

Shown field by field: 2 of the compounds above
Structure: O=C(CSc1nnnn1-c1ccc(O)cc1)c1cc2ccccc2o1
  EPAC2 agonist = 22%
  A549 viability = 0%
  Nrf2 ARE act = 4.0%
  Nrf2 block = 12%
  CCT chaperon mod = 1.2
  Mm-Cpn inhibitor = -6%
  pAkt inh = i
  EPAC2 antag = -17%
  TGFb SMAD3 inh = -24%
Structure: O=C(O)COc1ccccc1/C=C1\SC(=S)N(/N=C/c2ccccc2O)C1=O
  EPAC2 agonist = -13%
  A549 viability = -2%
  Nrf2 ARE act = -0.4%
  Nrf2 block = 17%
  CCT chaperon mod = -0.8
  Mm-Cpn inhibitor = -3%
  pAkt inh = i
  EPAC2 antag = -19%
  TGFb SMAD3 inh = 1%
